Screening data: PubChem, several laboratories
hiPSC survival: enhancers of single-cell hiPSC survival, primary screen, ATPlite luminescence | 100% = ROCK inhibitor wells, 0% = DMSO | survival enhancement, % at 20 µM | actives 0.044% (n = 360,000) | AID 602274, 2012; in the data active means survival enhancement above about 18%;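 further: cells exposed to compounds for 16 hours before the ATP read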
Peg3 promoter: Peg3 promoter-driven luciferase inhibitors, primary screen, cell-based, HeLa, luciferase luminescence; HeLa PEG-Prom luciferase reporter, overnight; inhibition, % at 20 µM; actives 1.7% (n = 360,000);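 active means inhibition of at least 50% at 20 µM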
Shn3 inh set2: reduction of Shn3 3'UTR firefly luciferase signal, primary screen, Schnurri-3 inhibitor project, cell-based, Clone20 osteoblasts, set 2; Clone20 osteoblast Shn3 3'UTR firefly luciferase, 24 h; inhibition, % at 12.5 µM; actives 0.52% (n = 360,000); AID 588674, 2011;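 active means mean inhibition of at least 75% with every replicate also reaching 75%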;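 further: 0% = median of neutral control wells and 100% = pilot-screen positive control compound; some compounds past the cut are filed as inactive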
HIF-2a inh: HIF-2a reporter inhibitors, primary screen, luminescence, 786-0 RCC cells | inhibition, % at 18.8 µM | AID 624352, 2012 | actives 0.72% (n = 360,000) | 786-0 RCC cells HIF-2a reporter, luciferase luminescence, overnight;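 active means inhibition of the luminescence signal of 40% or more relative to plate controls, in a single-dose primary screen at 18.75 µM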
CaV13 ICDI inh: Disruptors of the CACNA1D IQ motif to Ca2+-dependent inactivation inhibitor domain association, primary screening, Förster resonance energy transfer in intact living …; actives 0.098% (n = 340,000); HEK cells, CFP/YFP FRET ICDI-IQ, plate reader, 10 min; percent FRET-ratio fall versus neutral wells; inhibition, % at 12.3 µM;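 active means mean replicate inhibition of at least 30% and at least 1% of replicates passing that level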;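 further: 0% = median of the neutral control wells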
m5-HT2A agonist: mouse Htr2a agonists via beta-arrestin recruitment, primary screen, cell-based, luminescence | CHO-K1 mHTR2A beta-arrestin complementation; percent of 30 µM serotonin response | activation, % at 7.6 µM | actives 0.66% (n = 360,000);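 active means activation above a run cutoff, the mean activation of all tested compounds plus 3 SD, cut at about 14% in these data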;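 further: 0% = plate median of compound wells and 100% = 30 µM serotonin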
Target sequence (P35363 whole entry, looked up): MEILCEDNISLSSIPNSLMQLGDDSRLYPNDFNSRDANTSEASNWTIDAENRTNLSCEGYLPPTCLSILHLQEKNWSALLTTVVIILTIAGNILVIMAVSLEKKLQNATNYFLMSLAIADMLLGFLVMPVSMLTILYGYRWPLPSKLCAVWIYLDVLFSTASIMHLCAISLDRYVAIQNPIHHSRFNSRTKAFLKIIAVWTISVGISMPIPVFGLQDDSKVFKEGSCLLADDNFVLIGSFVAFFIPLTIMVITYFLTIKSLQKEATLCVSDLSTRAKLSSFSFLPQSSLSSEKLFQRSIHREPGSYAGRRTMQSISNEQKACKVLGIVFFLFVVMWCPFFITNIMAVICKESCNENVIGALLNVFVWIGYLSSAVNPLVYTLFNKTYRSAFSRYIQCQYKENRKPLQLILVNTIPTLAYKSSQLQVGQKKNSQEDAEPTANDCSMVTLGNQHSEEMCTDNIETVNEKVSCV
H9c2 protect: cardioprotection against H2O2-induced cell death, primary screen, uHTS, H9c2 cells, ATPLite luminescence; H9c2 cardiomyocytes, H2O2 injury protection, 2 h; protection from H2O2 cell death, % at 20 µM; actives 0.63% (n = 360,000); AID 588492, 2011;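 active means compounds giving at least 50% protection of heart cells from peroxide-induced death in the single-dose screen, raw or plate-pattern-corrected value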;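 further: 0% = DMSO wells with peroxide and 100% = DMSO wells without peroxide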
NR2E3 ag-1: inhibitors of NR2E3-RetCOR corepressor binding, primary screen, NR2E3 agonist project, biochemical, TR-FRET, GST-NR2E3, biotin-RetCOR | inhibition of corepressor binding, % at 4.78 µM | actives 0.12% (n = 320,000) | 1536-well | AID 2300, 2010;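 active means percent inhibition above the cutoff of mean plus 3 SD of all tested compounds, set per screening campaign, cut at about 20% in these data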;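 further: 0% = DMSO wells and 100% = biotin wells as full block of FRET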
Target sequence (Q9Y5X4 whole entry, looked up): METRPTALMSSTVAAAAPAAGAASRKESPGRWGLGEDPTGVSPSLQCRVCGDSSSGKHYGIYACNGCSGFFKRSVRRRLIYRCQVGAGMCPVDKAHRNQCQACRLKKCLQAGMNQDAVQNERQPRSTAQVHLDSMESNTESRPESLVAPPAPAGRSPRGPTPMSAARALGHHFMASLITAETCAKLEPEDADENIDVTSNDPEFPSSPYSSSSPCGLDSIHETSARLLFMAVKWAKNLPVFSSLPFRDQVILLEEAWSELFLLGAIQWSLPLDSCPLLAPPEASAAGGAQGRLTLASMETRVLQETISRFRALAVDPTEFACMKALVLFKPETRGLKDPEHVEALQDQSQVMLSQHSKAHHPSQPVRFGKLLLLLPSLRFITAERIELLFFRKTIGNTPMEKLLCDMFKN
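System: GST-tagged NR2E3 plus biotinylated RetCOR corepressor; Amount: 1.35 nM GST-tagged NR2E3 final; Dosing: single nominal compound dose of 4.8 µM; Schedule: 5 h incubation at 4 °C; Technique: TR-FRET with europium anti-GST and streptavidin-D2, 340 nm excitation; Controls: biotin wells as high control, 0.6% DMSO wells as low control.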
NR2E3 ag-2: NR2E3 agonists in two-hybrid cells, primary screen, cell-based, luminescence, CHO-S, Gal4-NCOR/VP16-NR2E3; Photoreceptor-specific nuclear receptor (Homo sapiens), Q9Y5X4; luciferase; inhibition of corepressor binding, % at 3.98 µM; actives 0.35% (n = 360,000); AID 602229, 2012;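 active means inhibition above the mean of all tested compounds plus 3 SD, cut at about 70% in these data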;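 further: 0% = DMSO with NR2E3 transfected cells and 100% = cells lacking NR2E3 construct; higher means lower luciferase signal from less NR2E3 corepressor binding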
PDI turbidity: inhibitors of human PDI, primary screen, biochemical, turbidity, single point, plate reader; actives 0.052% (n = 350,000); AID 588391, 2011; inhibition, % at 10 µM; PDI insulin aggregation turbidity, A650, 90 min;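 active means mean inhibition across replicates of 30% or more, whatever share of single replicates reach that level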;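 further: absorbance from insulin aggregation driven by PDI reduction with DTT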
TRPM1 prom inh: inhibitors of MITF-dependent TRPM1 promoter reporter, primary screen, cell-based, SK-MEL-5, single point, luciferase; SK-MEL-5 TRPM1 promoter luciferase, 24 h; inhibition, % at 12.5 µM; actives 0.83% (n = 330,000); AID 488899, 2010;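 active means mean inhibition across replicates of 60% or more, whatever share of single replicates reaches that level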; further: values of inactives mirror those of a sister screen read the other way
* = called active by the depositor; nt = no result given; & = joins results of further samples.

Values run as follows: hiPSC survival	Peg3 promoter	Shn3 inh set2	HIF-2a inh	CaV13 ICDI inh	m5-HT2A agonist	H9c2 protect	NR2E3 ag-1	NR2E3 ag-2	PDI turbidity	TRPM1 prom inh
O=C(c1ccncc1)N1CCN(S(=O)(=O)c2ccccc2Br)CC1
  -0.5	17	-17	9	-14	-20	0	2	-5	-6	14
CC(=O)c1ccc(S(=O)(=O)NC2CC(=O)N(c3ccc4c(c3)OCCO4)C2)cc1 (stereo not drawn)
  -0.3	15	0	13	-1	-2	-1	0	-43	12	1
CCN(Cc1ccc(O)cc1)CC1CCCN(CCc2cccc(F)c2)C1 (stereo not drawn)
  -0.7	-1	21	7	-2	4	5	5	10	-1	-1
CCN1CCCC1CNC(=O)C1c2ccccc2C(=O)N(CCOC)C1c1ccc(F)cc1 (stereo not drawn)
  -0.7	-1	-10	16	-5	6	3	4	-8	-2	5
COc1ccc(CNC(=O)C(=O)NCC2OCCN2S(=O)(=O)c2ccc(F)cc2)cc1 (stereo not drawn)
  0.4	21	19	7	-6	0	3	0	19	2	8
CCN(CC)S(=O)(=O)c1cc(C(=O)n2cccn2)c(Cl)cc1Cl
  0.7	4	8	1	-8	-1	-2	4	-11	-4	3
C[C@@H]1CN([C@H](C)CO)C(=O)CCCn2nncc2CO[C@@H]1CN(C)C(=O)CCC(F)(F)F
  -0.6	0	-1	9	-3	1	-9	nt	16	-5	nt
CC(C)NCC(O)COC1C2CC3CC(C2)CC1C3 (stereo not drawn)
  0.2	7	0	8	-5	-1	3	0	-30	7	-2
Cc1cc(S(=O)(=O)NCCCN2CCOCC2)c(C)cc1Cl
  0.0	14	0	3	nt	-2	-1	nt	-1	-5	-1
CN(CCCC1CCCC1)C(=O)c1cc(COc2ccc(F)c(F)c2)on1
  -0.3	22	7	-19	-2	0	-4	1	5	-6	-3
COCCn1nnnc1C(c1cc2cc(OC)ccc2[nH]c1=O)N1CCC(Cc2ccccc2)CC1 (stereo not drawn)
  0.3	15	10	3	-9	5	3	0	-38	0	2
CC(C)C(=O)Nc1nnc(SCC(=O)NC2CCCC2)s1
  -0.1	30	11	1	-7	1	9	4	-22	-46	4
Cc1ccc2c(cnn2C(=O)CCCC(=O)NCc2ccc(F)cc2)c1
  1.4	-38	-8	-93	-5	0	0	0	-112	nt	-7
CCOC(=O)c1c(C)[nH]c(C(=O)C(C)Sc2ccc(Cl)cc2)c1C (stereo not drawn)
  1.7	-223	-41	-184	-5	7	-34	3	2	-20	-17
CN(CCCNC(=O)C1CCN(S(=O)(=O)N2CCC3(CC2)OCCO3)CC1)Cc1ccccc1
  0.7	10	1	4	-6	-1	1	1	-7	-1	9
Cc1cnc(=O)[nH]c1SCc1ccccc1F
  -0.4	5	-3	-2	-14	6	-3	4	-29	-3	-2
Cc1ccc(C)c(OCC(=O)Nc2ccc(S(=O)(=O)Nc3onc(C)c3C)cc2)c1
  -0.3	3	-4	6	-4	4	8	4	-10	1	8
C=C(C)C1CCC(C)=C1CC(C)(C)/C=N\n1cnnc1 (stereo not drawn)
  -0.4	6	28	13	-7	-1	-5	-3	11	4	0
O=C(CN1CCOCCOCCOCCOCC1)Nc1ccccc1
  1.4	-57	-46	-89	nt	-1	4	-1	-22	10	-8
COC(=O)c1cc2oc(C)cc2n1CC(=O)Nc1cc(C)cc(C)c1
  0.1	6	14	11	-8	0	-7	4	-6	-10	-1
O=C(c1c[nH]c2ccccc12)N1CCOCC1
  -0.5	3	-11	11	0	2	-2	0	10	3	4
CCc1ccc[n+](-c2nc3ccccc3nc2C(=C=[N-])C#N)c1
  4.7	-2	5	1	-14	0	1	1	-5	2	-5
Cc1ccc2nc(C)c(C(=O)N/N=C/c3cccc([N+](=O)[O-])c3)cc2c1
  1.9	-88	5	-11	-5	3	11	1	0	-3	-4
COc1ccc(COc2ccsc2C(=O)Nc2ccc(Cl)c(Cl)c2)cc1
  5.2	32	3	-47	-8	-5	-13	5	-1	3	-3
COc1ccc(C(=O)N2CCCC(c3cc(C(=O)NCc4cccnc4)no3)C2)cc1 (stereo not drawn)
  4.5	-4	10	9	-5	-1	-10	nt	18	-10	nt
CC(C)=CC1C(C(=O)Nc2ccc(S(=O)(=O)N3CCOCC3)cc2)C1(C)C (stereo not drawn)
  -0.5	22	31	37	-16	3	-6	-3	23	-1	-2
COc1cc(SC)ccc1C(=O)NCCCn1ccnc1
  0.3	16	5	14	-20	-1	-3	-2	-20	10	19
COc1ccc(-c2onc3ccc(C(=O)/C=C/N(C)C)cc23)cc1
  2.6	-67	-18	-68	-11	5	6	-5	-181	-1	-16
COc1ccc(Cc2nc(-c3ccc(-n4cccc4)cc3)no2)cc1OC
  0.3	-11	11	-34	-5	2	-35	0	11	nt	4
O=C(CN1C(=O)c2cccc3cccc1c23)N1CCN(c2ccc(F)cc2)CC1
  -1.2	16	17	26	nt	-3	1	4	-4	-62	1
CCN(CC)C(=O)c1cn(CCC#N)nc1-c1ccc2c(c1)OCCO2
  -1.9	-6	0	11	5	-1	-10	4	-17	-3	-6
COc1cccc(C(=O)Cn2c(NCCO)nc3ccccc32)c1
  2.2	9	15	6	nt	-3	8	-1	-35	-1	0
CN(CC(=O)Nc1ccccc1Cl)C(=O)c1ccc(N2C(=O)CCC2=O)cc1
  1.2	-2	-12	6	-6	1	1	nt	-22	-12	-5
Cc1cccc(OCC(=O)Nc2ccc3nc(C)sc3c2)c1
  -0.7	-41	14	-50	-4	0	-11	-4	7	-4	-5
CN1C(=O)CSc2ccc(NC(=O)NCc3cccnc3)cc21
  -0.5	12	-5	-6	-7	-5	21	1	7	0	-1
Cc1nn(-c2ccccc2)c(N2CCCC2)c1/C=N/Nc1ccc(S(=O)(=O)Nc2ccccc2)cc1[N+](=O)[O-]
  -2.9	22	9	2	-17	3	-7	-2	-29	-4	-6
CCc1cc2c(=O)oc(-c3ccc(Br)cc3)nc2s1
  0.1	-75	-50	-44	-12	-8	1	nt	17	0	14
NC(=O)c1ccc[n+]([C@H]2O[C@@H](COP(=O)([O-])OP(=O)(O)OC[C@H]3O[C@@H](n4cnc5c(N)ncnc54)[C@H](O)[C@@H]3O)[C@H](O)[C@@H]2O)c1
  6.3	-22	-2	-3	nt	-2	4	1	-36	-5	-15
CCOCC(=O)Nc1nc(-c2ccccc2)c(CC)s1
  -1.1	-8	9	2	-5	-3	-2	-4	4	-1	-7
Cc1ccc(O)c([C@H](CCN(C(C)C)C(C)C)c2ccccc2)c1
  -2.3&-4.1	-26&-32	-6&-15	-23&-5	-4&-5	-3&-2	0&6	3&2	-17&-4	4&-2	-1&-6

The final two records of the section before lead into the next.
Values run as follows: hiPSC survival	Peg3 promoter	Shn3 inh set2	HIF-2a inh	CaV13 ICDI inh	m5-HT2A agonist	H9c2 protect	NR2E3 ag-1	NR2E3 ag-2	PDI turbidity	TRPM1 prom inh
CCOCC(=O)Nc1nc(-c2ccccc2)c(CC)s1
  -1.1	-8	9	2	-5	-3	-2	-4	4	-1	-7
Cc1ccc(O)c([C@H](CCN(C(C)C)C(C)C)c2ccccc2)c1
  -2.3&-4.1	-26&-32	-6&-15	-23&-5	-4&-5	-3&-2	0&6	3&2	-17&-4	4&-2	-1&-6
COC(=O)COc1cccc(NC(=O)c2cccc(C)c2)c1
  -1.6	11	-23	10	6	1	-3	4	-1	-5	-6
Cc1ccc(CN2C(=O)CSC2c2ccc(F)cc2)cc1 (stereo not drawn)
  1.0	21	9	10	-21	-2	1	-1	-13	-3	10
C/C(=N\NC(=O)C1CC1)c1ccccc1Br
  0.2	-3	-6	8	-6	0	-1	nt	-38	7	9
COc1ccc(N(CC(=O)NCc2ccco2)S(=O)(=O)c2c(C)nn(C)c2C)cc1
  2.0	-2	-16	2	-3	-1	9	5	-2	nt	nt
COCC(=O)Nc1nnc(Cc2ccc(OC)cc2)s1
  -3.2	6	-4	6	-4	5	-4	0	-18	0	0
NS(=O)(=O)c1ccc(CCNC(=O)CN2C(=O)NC(c3ccccc3)(c3ccccc3)C2=O)cc1
  1.5	-21	-4	16	-5	-4	5	nt	-2	-1	10
c1cncc(CNc2ncnc3sc4c(c23)CCCC4)c1
  -0.3	17	25	19	-4	1	-6	-2	-4	16	-19
CN(C)CCCN1C(=O)c2oc3ccccc3c(=O)c2C1c1cccs1 (stereo not drawn)
  -2.1	-17	-3	-11	-4	0	3	-1	-19	13	-1
NS(=O)(=O)c1ccc(CCNC(=O)C(=O)NCC2OCCN2S(=O)(=O)c2cc(F)ccc2F)cc1 (stereo not drawn)
  -0.3	3	7	2	-4	1	2	0	-33	nt	nt
CCOc1cccc(CN2CCC(Oc3ccc(C(=O)NCc4ccccn4)cc3)CC2)c1
  0.7	8	11	11	-3	-11	6	1	12	-3	12
CC1CCN(C2CC(=O)N(c3ccc(Br)cc3Br)C2=O)CC1 (stereo not drawn)
  -0.7	1	-8	-3	-6	-3	2	3	-9	-3	14
Cc1nn(-c2ccccc2)c2c1CC(=O)Nc1ccccc1-2
  4.8	-25	9	-1	-16	2	-1	nt	8	-8	4
O=C(CN1C(=O)CCC1=O)NC(=O)NC1CCCC1
  0.7	3	-3	9	-2	2	10	-4	-11	-2	0
Cc1ccc(C)c(N2N=C(C(=O)Nc3ccc(N4CCOCC4)cc3)CCC2=O)c1
  0.1	-28	-12	-6	-6	-9	-3	nt	-2	-4	0
O=c1c2ccccc2c2ccccc2c(=O)n1Cc1ccco1
  0.7	-11	3	2	nt	-3	6	6	-7	0	3
COC(=O)c1c(NC(=O)C(C)(C)C)sc2c1CCN(Cc1ccccc1)C2
  1.5	-1	4	-18	-5	-1	-3	2	-18	nt	5
O=C(NCCO)C1(c2ccccc2)CCCC1
  -2.5	8	2	5	-4	-4	4	0	-29	9	-7
O=C(Nc1cccc(-c2nc3ccccc3s2)c1)C1=COCCO1
  -0.4	-163	-43	-115	-5	-2	2	-2	-213	4	-4
CC(=O)C1=C(O)C(=O)N(c2nccs2)C1c1ccc(Br)cc1 (stereo not drawn)
  2.9	-2	-5	-25	nt	-1	6	-1	-5	5	-4
